High-throughput results as filed in PubChem BioAssay.
RT RNaseH block: inhibitors of HIV-1 reverse transcriptase RNase H; RT-RNase H RNA/DNA duplex cleavage, fluorescence; inhibition, % at 10 µM; actives 1.9% (n = 65,000); AID 565; in the data active = inhibition above about 50%
RmlC RmlD mix: mixture blocks RmlC and RmlD coupled enzyme activity; inhibition, % at 5.5 µM; actives 0.39% (n = 110,000); RmlC/RmlD coupled enzyme inhibition, 384-well mixture HTS; AID 1532; in the data active = inhibition above about 30%, passing the limit was not always enough; also: strong numbers were not always called active
Active calls of the source: *; x = not tested or not shown.

SMILES	RT RNaseH block	RmlC RmlD mix
CC(=O)N1c2c(cc(Br)cc2S(=O)(=O)NCc2ccc3c(c2)OCO3)CC1C (centres undefined)	8	-1
Cc1ccc(S(=O)(=O)CCc2ccccn2)cc1	-5	7
COc1cccc(-c2nnc(SCCC(=O)O)n2C)c1	-1	5
FC(F)(F)c1cc(-c2ccco2)nc(NCc2ccco2)n1	-21	-7
O=C(NCCc1ccccc1)C1CCCN(S(=O)(=O)c2cccc3nonc23)C1 (centres undefined)	5	1
Cn1cnnc1SCC(=O)Nc1sc2c(c1C(N)=O)CCC2	75*	2
Cc1ccc(-n2ncc3c(NCCCN4CCCC4=O)ncnc32)c(C)c1	-7	x
O=C(c1ccco1)N1CCN(C(=O)c2oc(=O)c3ccccc3c2-c2ccccc2)CC1	-10	-3
O=C(Nc1nc2c(s1)C(=O)CCC2)c1ccccc1	-1	x
CCN1CCN(CCCNC(=O)Cn2cc3c(n2)CCCC3)CC1	-3	3
CC1=C(C)SC(=C(C#N)c2nnc(N3CCOCC3)n2-c2ccccc2)S1	3	6
CCCC1=C(C(=O)OCC)C(c2cc(Cl)cc(OC)c2OCc2ccccc2)NC(=O)N1 (centres undefined)	x	7
CCOc1cccc(C(=O)Nc2cccnc2)c1	-13	-13
COc1ccc(/C=N/n2cnnc2SCc2ccc(OC)cc2)cc1	-28	-17
O=CNC1CCCc2c1[nH]c1ccc(Cl)cc21 (centres undefined)	-14	-4
CCN1CCN(C(c2cccs2)C(C)NS(=O)(=O)c2ccc(Br)cc2)CC1 (centres undefined)	6	x
COCCOC(=O)C1=C(C)NC2=C(C(=O)CCC2)C1c1ccc2c(c1)OCO2 (centres undefined)	1	7
Cc1cnc(C(=O)OCC(=O)NC(=O)NC(C)C)cn1	-4	-1
COc1ccccc1OC(C)C(=O)Nc1nc(-c2ccc(S(=O)(=O)N3CCOCC3)cc2)cs1 (centres undefined)	x	-27
CCOc1ccc(Br)cc1/C=N/O	-26	-10
CCCCn1c(CN2CCN(C(=O)OCC)CC2)nc2c1c(=O)n(C)c(=O)n2C	7	-12
Cc1ccc(S(=O)(=O)N2CCC(=O)N(C(COCc3ccc(Cl)cc3)Cc3ccccc3)CC2)cc1 (centres undefined)	x	-11
O=c1c2c(-c3ccccc3)csc2nc2n1CCC2	42	-6
COc1cccc(C2NC(CCSC)(C(=O)O)C3C(=O)N(C(C)C)C(=O)C23)c1O (centres undefined)	-12	5
Cc1cc(CCN2CCC(=O)NC2=S)ccc1OC(C)C	x	2
COc1ccc(Cl)cc1-c1nc(-c2ccc(Br)o2)no1	45	x
C=CCOC(=O)C1=C[C@H](c2coc3ccccc3c2=O)C[C@H](OCCCCO)O1	x	4
O=C(c1cccc(F)c1)N1CCN(C(=O)C2CC2)CC1	-36	-14
C=CCn1c(SCC(=O)Nc2sccc2C(N)=O)nc2sc(C)c(C)c2c1=O	-13	14
CC(C)(C#N)c1cc(Cn2cncn2)cc(C(C)(C)C#N)c1	x	-14
O=C1C2C(c3cccc(/C=C/c4ccccc4)c3)CC=CC2C(c2ccc(C(F)(F)F)cc2)N1Cc1ccccc1 (centres undefined)	x	-16
C/C=C1\CN2[C@H]3C[C@@]45c6ccccc6N(C)[C@H]4[C@@H]2CC1C3[C@H]5O (some centres undefined)	x	-19
Cc1c(NC(=O)COC(=O)C(c2ccc(Cl)cc2)C(C)C)c(=O)n(-c2ccccc2)n1C (centres undefined)	x	1
CC(=O)c1c(C)[nH]c(C(=O)OCC(=O)NCCc2ccc(Cl)cc2)c1C	x	25
CCCCNC(=S)NCc1ccc2[nH]c3c(c2c1)CCCC3	x	-12
Cn1nc(-c2ccc(N3CCOCC3)c(NC(=O)COc3ccccc3)c2)c2ccccc2c1=O	-3	x
Cc1cccc(NC(=O)c2sc3nc(-c4ccccc4)cn3c2C)n1	9	-21
Cc1ccc(C(=O)N(CC(=O)NC2CCCCC2)c2ccccc2C)s1	x	5
CN(CC(=O)N1CCN(C2CCCCC2)CC1)S(=O)(=O)c1cccc2nsnc12	-1	7
CCCS(=O)(=O)N1CCN(C(=O)COc2ccc(OC)cc2)CC1	x	1
CC(C)c1ccc(OC(=O)NCCO)cc1	7	-1
O=C1c2ccccc2C(=O)N1c1ccc(Cl)cn1	x	10
O=C(CN(c1ccc(Cl)c(Cl)c1)S(=O)(=O)c1ccccc1)N1CCc2ccccc2C1	x	-6
Cc1cc(=O)oc(C)c1C(=O)OCC(=O)c1ccc(Cl)c(Cl)c1	x	-9
CCOC(=O)C1=C(C)N=C2SC(C(=O)OC)=CC(=O)N2C1c1ccc(F)cc1 (centres undefined)	x	2

Grouped by structure: the entries above with an aryl methoxy group.
SMILES	RT RNaseH block	RmlC RmlD mix
COc1cccc(-c2nnc(SCCC(=O)O)n2C)c1	-1	5
CCCC1=C(C(=O)OCC)C(c2cc(Cl)cc(OC)c2OCc2ccccc2)NC(=O)N1 (centres undefined)	x	7
COc1ccc(/C=N/n2cnnc2SCc2ccc(OC)cc2)cc1	-28	-17
COc1ccccc1OC(C)C(=O)Nc1nc(-c2ccc(S(=O)(=O)N3CCOCC3)cc2)cs1 (centres undefined)	x	-27
COc1cccc(C2NC(CCSC)(C(=O)O)C3C(=O)N(C(C)C)C(=O)C23)c1O (centres undefined)	-12	5
COc1ccc(Cl)cc1-c1nc(-c2ccc(Br)o2)no1	45	x
CCCS(=O)(=O)N1CCN(C(=O)COc2ccc(OC)cc2)CC1	x	1

The list goes on:
SMILES	RT RNaseH block	RmlC RmlD mix
COc1ccc(C[C@H]2CN3C(=NC[C@@H]3C(C)C)N2C[C@H](C)NC(=O)c2ccc(C)c(Br)c2)cc1	x	6
O=C(NCCc1ccccc1)c1cnc2sccn2c1=O	-14	5
O=C(COC(=O)Cc1ccsc1)NCC1CCCCC1	x	9
CC(C)C(=O)Nc1ccc(NC(=O)c2cccnc2)cn1	x	-7
Cc1cc(Cl)c(S(=O)(=O)N2CCSCC2)cc1OCC(N)=O	2	-8
CCOCCn1c(SC)nc2c1c(=O)[nH]c(=O)n2C	59*	9
CCCCNC(=O)c1onc(CSc2cc(C)ccc2C)c1C(=O)O	x	-11
COc1ccc(CNC(=O)[C@@H]2CC=C[C@@H]3CCN(C4CCCCC4)C(=O)[C@@H]32)cc1	x	20
CS(=O)(=O)N(CC(=O)Nc1ccc(CC#N)cc1)c1ccc(C23CC4CC(CC(C4)C2)C3)cc1	x	10
CC1Cc2ccccc2N1C(=O)c1cc2sccc2n1Cc1ccc(F)cc1 (centres undefined)	x	13
CC1(C)NC(=O)N(CC(O)COc2ccc(-c3ccc(C#N)cc3)cc2)C1=O (centres undefined)	-3	3
Cc1ccccc1S(=O)(=O)Nc1nc2ccccc2nc1NCCO	x	-5
Cc1oc(=O)c(NC(=O)c2ccc(Cl)cc2)cc1C(=O)c1ccccc1	x	-7
CCCCCCn1c(NCC)nc2c1c(=O)[nH]c(=O)n2C	3	-4
Cc1ccc(C2N(c3ccc(Cl)c(Cl)c3)C(=O)C3CCCN32)o1 (centres undefined)	-7	4
C=CCSC1=N/C(=C\C=C\c2ccco2)C(=O)S1	-23	8
CCOC(=O)N1CCN(c2ccc(Cl)c(Cl)c2)CC1	-11	4
COc1ccc(C2CC(=O)NC3=C2C(=O)CCC3)cc1Cl (centres undefined)	-5	-13
Nc1ccc(C(=O)OCCCc2nc3ccccc3[nH]2)cc1	-4	5
Cc1cc(C)cc(N(CC(=O)N2CC=C(c3ccccc3)CC2)S(=O)(=O)c2c(C)noc2C)c1	x	12
O=C(c1nn2c(C(F)(F)F)cc(-c3ccco3)nc2c1Br)N1CCCc2ccccc21	15	-7
COCCCNC(=O)c1cc2c(=O)n(C)c3ccccc3c2n1C	-5	12
CCCC(=O)Nc1ccc(NC(=O)CCc2ccccc2)cn1	-14	-1
Cc1ccc(-n2nc3c(c2NC(=O)c2c(-c4ccccc4Cl)noc2C)CS(=O)(=O)C3)c(C)c1	-6	x
Clc1cccc(Oc2cnc3ccccc3n2)c1	x	12
COc1cccc(CN2C(=O)CCC2(C)C(=O)NC2CCCCCC2)c1 (centres undefined)	-7	8
CCOC(=O)c1ccc(NC(=O)CSc2nnc(CNc3ccc(C)cc3)n2C)cc1	x	-11
CC(C)(C)NS(=O)(=O)c1ccc(NS(=O)(=O)c2ccc(F)cc2)cc1	-2	-10
COc1nnc(-c2ccc(C)c(S(=O)(=O)NCCO)c2)c2ccccc12	-19	10
COc1ccc(/C=C2\N=C(SC)NC2=O)cc1	x	-8
Cc1cc([N+](=O)[O-])ccc1NCc1ccccc1	x	-12
Cc1ccc(S(=O)(=O)Oc2ccc(/C=C(/NC(=O)c3ccccc3)C(=O)Nc3ccccc3)cc2)cc1	x	9
Cc1cccc(CN2C(=O)N/C(=C/c3cc(C)n(-c4cc(C)ccn4)c3C)C2=O)c1	x	-11
O=C(CSc1nnc(CNc2ccc(Cl)cc2)o1)Nc1nc2ccccc2s1	10	5
O=C(Nc1ccccc1N1CCOCC1)c1ccc(Br)o1	-23	3
Cc1cccn2c(=O)c3cc(C#N)c(=O)n(Cc4cccnc4)c3nc12	-28	x
CCCCC(C(=O)O)C(C)CC(=O)Nc1cccc(C(=O)O)c1 (centres undefined)	1	-6
COc1ccc(CCNC(=O)C2CCN(S(=O)(=O)N3CCOCC3)CC2)cc1OC	7	9
O=C(NCc1ccc(N2CCCC2=O)cc1)c1cn(Cc2ccccc2)nn1	-75	9
COc1ccc2cc(/C=N/NC(=O)CSCc3ccc([N+](=O)[O-])cc3)c(Cl)nc2c1	x	6
CCc1c(O)nc2sc3ccccc3n2c1=O	x	0
O=S(=O)(NCc1ccccn1)c1ccc(Br)s1	-26	6
COc1ccc(C(=O)O/N=C(/C)c2cccs2)cc1	x	-11
O=c1cc(O)n(-c2ccccc2F)c(=S)[nH]1	-4	-9
O=C1c2ccccc2C(Nc2ccc(S(=O)(=O)N3CCCCC3)cc2)N1Cc1ccco1 (centres undefined)	x	6

Record cards (already shown). Values in the order: RT RNaseH block, RmlC RmlD mix
`COc1ccc(CCNC(=O)C2CCN(S(=O)(=O)N3CCOCC3)CC2)cc1OC` as listed: 7, 9
`Cc1cccc(CN2C(=O)N/C(=C/c3cc(C)n(-c4cc(C)ccn4)c3C)C2=O)c1` as listed: x, -11
`COc1ccc(C(=O)O/N=C(/C)c2cccs2)cc1` as listed: x, -11
`Cc1ccc(S(=O)(=O)Oc2ccc(/C=C(/NC(=O)c3ccccc3)C(=O)Nc3ccccc3)cc2)cc1` as listed: x, 9
`COc1ccc2cc(/C=N/NC(=O)CSCc3ccc([N+](=O)[O-])cc3)c(Cl)nc2c1` as listed: x, 6

(continued)
SMILES	RT RNaseH block	RmlC RmlD mix
CC(=O)N(c1ccc(Br)cc1)C1C=CS(=O)(=O)C1 (centres undefined)	-13	8
O=C1c2ccccc2C(=O)N1CC(O)Cn1nnc2ccccc21 (centres undefined)	-1	-10
CC(C)(C)n1nnnc1C(c1cccs1)N1CCN(c2ccccc2)CC1 (centres undefined)	x	1
COC(=O)c1ccccc1NC(=O)CSc1ccccc1	-105	0
CC12CN3CC(C)(CN(C1)C3c1ccc(Cl)cc1Cl)C2O (centres undefined)	-3	-10
O=C1Nc2ccc(F)cc2C12Nc1ccccc1-c1nnc(SCc3ccccc3Cl)nc1O2 (centres undefined)	x	4
COc1ccc(C(CC(=O)O)NC(=O)COc2ccccc2)cc1 (centres undefined)	3	-9
CCOc1ccc(NC(=O)CN(c2cc(C)cc(C)c2)S(=O)(=O)c2c(C)noc2C)cc1	-3	-14
COc1cnc(-c2ccccn2)nc1Oc1ccccc1Cl	x	12
Cc1cc(C)n(-c2nc(O)cc(=O)[nH]2)n1	x	4
Nn1c(SCC(=O)Nc2cccc(F)c2)nnc1C1CCCCC1	-12	7
CCc1nc(SCc2nc3ccccc3[nH]2)c2oc3ccccc3c2n1	x	-9
CC(=O)N1CCc2cc(S(=O)(=O)NC3CCCc4ccccc43)ccc21 (centres undefined)	-16	7
CC1CN(C(=O)CSc2nnc(-c3ccncc3)n2-c2ccccc2)CC(C)O1 (centres undefined)	-4	-6
CC(=O)Nc1c(C(=O)N2CCN(c3ncccn3)CC2)cnn1-c1ccccc1Cl	1	x
O=C(Nc1ccc(CN2CCOCC2)cc1)c1cccc(F)c1	-4	-7
COc1ccc(S(=O)(=O)N(C)CC(=O)NC2CCCCC2)cc1Cl	x	5
Cc1ccc(-c2cc(-c3cccs3)[nH]n2)c(O)c1	x	-2
COc1cc2c(cc1OC)C(C(=O)NCCN1CCOCC1)C1c3ccccc3CCN1C2=O (centres undefined)	-4	x
O=C(c1ccccc1)N1CCN(C(=O)c2ccccc2Br)CC1	-3	-2
O=C(Nc1ccccc1C(=O)N/N=C/c1ccco1)c1ccccc1Cl	x	20
COC(=O)c1ccc(C23CC4(C2)[C@H](CN(CC2CCCCC2)[C@@H]4c2ccccc2)C3c2ccc(C(F)(F)F)cc2)cc1 (some centres undefined)	x	-12
Cc1ccc(S(=O)(=O)c2cc(C#N)c(=O)[nH]c2N)cc1	x	-3
CCCc1cc(NCCN2CCOCC2)n2c(nc3ccccc32)c1C#N	-5	x
Cc1ccc(S(=O)(=O)N=Nc2c(O)[nH]c3ccccc23)cc1	x	-8
O=C(Nc1ccc(Cl)cn1)c1ccccc1F	x	3
O=C(COC(=O)Cc1ccc(S(=O)(=O)N2CCOCC2)s1)NCCc1ccccc1	x	-16
O=C(Nc1ccc(O)cc1)c1ccc(C(=O)c2ccccc2)o1	-4	-7
CC1(C)Cc2c(sc3c2c(=N)n(Cc2ccco2)c(=O)n3Cc2ccc(Cl)cc2)CO1	-1	3
Cc1ccc(S(=O)(=O)CC(=O)N2CCCC2)cc1	-2	15
O=C(/C=C/c1ccccc1)NNC(=O)c1cccc(Cl)c1	x	-5
CCN(CC)S(=O)(=O)c1cccc(-c2nnc(SCC(N)=O)n2CCc2ccccc2)c1	-4	-6
CCOc1ccc(NC(=NCc2ccc3c(c2)OCO3)SC2CC(=O)N(c3ccc(OCC)cc3)C2=O)cc1 (centres undefined)	x	0

The list is partial (hit frequency here may not be typical).
